From PubChem BioAssay
CYP2C19 inhib – inhibitors of human CYP2C19 | CYP2C19 Supersomes, luciferin-H EGE luminescence, 30 min | inhibition, % at 5 µM | 96,000 tested, 21% active;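 active = CYP2C19 inhibition above a set limit at 5 µM in the primary screen, cut at about 50% in these data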;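 also: plate controls were negative control wells for no effect and 2.5 mM tranylcypromine positive control for full effect; values of inactives mirror those of a sister screen read the other way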
CYP2C9 activ – CYP2C9 (human) activation; P11712; recombinant CYP2C9, luciferin-H conversion, luminescence; hits give high values; factor 1 = untreated enzyme, 0 = blocked; activation factor at 5 µM; 96,000 tested, 1.4% active; AID 1024;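 active = activation factor of 2 or more for CYP2C9 at a 5 µM dose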;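 also: 0 = sulfaphenazole-blocked wells and 1 = vehicle-only wells; values of inactives mirror those of a sister screen read the other way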
PTK2B oligo ant – Pyk2 (human) oligomerization antagonism. Q14289. Q293 cells, Pyk2 FERM NanoBiT luminescence; hits give low values. 99,000 tested, 0.83% active. AID 1347419. z-score (the deposit names both 25 µM and 10 µM);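 active = Z-score of -3 or lower, scaled per plate to the spread of control and sample wells; inactive = z-score above -3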;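 also: negative z-score means lost luminescence so less FERM oligomerization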
Target sequence (Q14289 whole entry, looked up): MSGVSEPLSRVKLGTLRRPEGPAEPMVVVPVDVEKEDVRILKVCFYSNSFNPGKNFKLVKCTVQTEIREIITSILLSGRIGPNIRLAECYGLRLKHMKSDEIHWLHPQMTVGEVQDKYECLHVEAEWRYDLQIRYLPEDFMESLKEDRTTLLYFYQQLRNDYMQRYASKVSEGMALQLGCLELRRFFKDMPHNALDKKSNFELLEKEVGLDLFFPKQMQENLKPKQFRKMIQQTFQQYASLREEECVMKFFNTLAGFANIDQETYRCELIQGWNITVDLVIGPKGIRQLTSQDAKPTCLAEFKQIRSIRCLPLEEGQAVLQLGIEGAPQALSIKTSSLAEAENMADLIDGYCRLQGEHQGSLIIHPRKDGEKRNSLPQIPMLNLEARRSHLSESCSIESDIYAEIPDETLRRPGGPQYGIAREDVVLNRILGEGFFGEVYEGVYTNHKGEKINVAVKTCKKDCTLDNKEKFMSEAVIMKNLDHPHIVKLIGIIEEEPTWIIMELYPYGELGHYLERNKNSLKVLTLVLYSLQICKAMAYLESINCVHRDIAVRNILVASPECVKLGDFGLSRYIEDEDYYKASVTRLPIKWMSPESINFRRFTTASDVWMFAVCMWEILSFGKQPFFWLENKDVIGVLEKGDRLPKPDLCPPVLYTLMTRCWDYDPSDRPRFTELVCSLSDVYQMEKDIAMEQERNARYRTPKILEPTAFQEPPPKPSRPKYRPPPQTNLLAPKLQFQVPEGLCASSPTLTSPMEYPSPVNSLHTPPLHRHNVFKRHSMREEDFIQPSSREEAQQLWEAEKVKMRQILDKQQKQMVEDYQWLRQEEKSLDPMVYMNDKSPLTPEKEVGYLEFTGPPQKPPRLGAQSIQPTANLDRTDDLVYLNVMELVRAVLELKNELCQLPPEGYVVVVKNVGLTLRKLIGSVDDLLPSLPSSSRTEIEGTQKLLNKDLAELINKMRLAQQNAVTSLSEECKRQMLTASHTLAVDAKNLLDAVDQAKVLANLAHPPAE
CD11b adhes enh – enhancers of human CD11b/CD18 binding to fibrinogen; K562 CD11b/CD18 adhesion to fibrinogen, ATPlite luminescence; activation, % at 10 µM; 93,000 tested, 0.07% active; AID 1499;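 active = 10 µM primary screen giving 50% or more activity, confirmed by 40% or more on retest at that dose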; also: strong numbers were not always called active; reference of the scale not given here
MT1-MMP txn act – MT1-MMP promoter transcription activation | HT1080 MT1-MMP promoter luciferase reporter, luminescence, overnight; hits give high values | activation factor at 10 µM | 86,000 tested, 0.16% active;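 active = activation factor of at least 2 for MT1-MMP transcription at 10 µM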
CYP2C19 activ – increases human CYP2C19 enzyme activity; P33261; recombinant CYP2C19, luciferin-H EGE luminescence; hits give high values; 0 = fully inhibited enzyme, 1 = untreated enzyme; activation factor at 5 µM; 96,000 tested, under 10 active; AID 1025;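 active = activation factor of at least 2 at 5 µM in the primary screen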;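 also: 0 = wells with 2.5 mM tranylcypromine and 1 = vehicle-only wells; values of inactives mirror those of a sister screen read the other way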
PLAP activator – human PLAP activation; P05187; 96,000 tested, 1.2% active; activation fold at 20 µM; AID 696; purified PLAP enzyme, luminescent substrate read-out; hits give high values; in the data active = activation fold above about 2
CYP2C9 inhib – blocks human cytochrome P450 2C9 | 96,000 tested, 20% active | AID 777 | CYP2C9 Supersomes, luciferin-H conversion, luminescence | P11712 | inhibition, % at 5 µM;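 active = blocking of liver enzyme CYP2C9 beyond about 50% at 5 µM, limit read from the data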; also: values of inactives mirror those of a sister screen read the other way
Mac1 fbg inh – blocks human CD11b/CD18 adhesion to fibrinogen. K562 CD11b/CD18 adhesion to fibrinogen, ATPlite luminescence; Mn2+ added to activate the integrin. 93,000 tested, 0.54% active. P05107+P11215. inhibition, % at 10 µM;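 active = primary inhibition of 50% or more at 10 µM, then 40% or more on retest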; also: some results filed as inactive read as strong as hits
* hit, by the source's call; . = not tested or not shown. The order is random. Share with any hit: about 31%.

Values run as follows: CYP2C19 inhib	CYP2C9 activ	PTK2B oligo ant	CD11b adhes enh	MT1-MMP txn act	CYP2C19 activ	PLAP activator	CYP2C9 inhib	Mac1 fbg inh
CCOC(=O)c1c(C)nc2ccccn12
→ 8	1	0.17	1	1.2	0.9	0.9	1	-9
COc1ccc(-c2nc(CSCC(=O)N3CCN(c4cccc(C)c4)C(C)C3)c(C)o2)cc1OC (centres undefined)
→ 73*	0.6	.	-1	.	0.3	1.6	37	5
COc1ccc(-c2cc(C(=O)O)c3c(C)nn(-c4ccccn4)c3n2)cc1
→ 0	0.8	.	.	1	1	1	17	.
CCN(CC)S(=O)(=O)c1ccc(C(=O)N2CCN=C2SC)cc1
→ 14	0.9	.	-1	1.1	0.9	0.9	7	1
O=C1CC(c2ccncc2)c2cc3c(cc2N1)OCO3 (centres undefined)
→ 48	0.3	-0.58	5	1	0.5	0.9	68*	-57
CCOc1cc(C#N)c(NC(=O)c2ccnn2C)cc1OCC
→ 3	1	.	4	1.1	1	0.9	0	-12
COc1ccc2sc(N3C(=O)C4CC=C(C)CC4C3=O)nc2c1 (centres undefined)
→ 61*	0.2	0.13	2	1.3	0.4	1.3	80*	-14
COc1cccc(-n2nnc3c(=O)n(Cc4cccc(C)c4)cnc32)c1
→ 41	0.7	.	-1	1.1	0.6	0.7	30	-41
Cc1cc(C(=O)OCC(=O)NC(=O)NC(C)(C)C)c(C)o1
→ 31	0.9	-2.3	1	1.1	0.7	1	6	-4
O=C(CC1(O)C(=O)N(Cc2cccc3ccccc23)c2ccccc21)c1cccnc1 (centres undefined)
→ 49	1.2	-2.1	-4	1.1	0.5	0.9	-19	11
CC(=O)N1CCC(N(C(=O)Nc2ccc(C)c(C)c2)C2CCCC2)CC1
→ 8	1	0.58	-1	1	0.9	1	3	-28
COc1ccc(C(=O)NC(=S)NC(C)(C)C)cc1Br
→ 11	1	-1.3	.	.	0.9	1.1	2	.
CCC(C)Sc1nnc(Cc2cc(=O)[nH]c(=O)[nH]2)n1-c1ccc(F)cc1 (centres undefined)
→ -7	1.1	.	3	1.1	1.1	1.6	-6	12
CCOC(=O)C1CCN(C(=O)Cn2cc(C#N)c3ccccc32)CC1
→ 17	1.1	-0.06	4	1.2	0.8	0.7	-7	-11
CCOP(=O)(c1ccccc1Cl)C1(O)CCCCC1 (centres undefined)
→ -7	1.1	1.1	-2	1.2	1.1	0.8	-7	-3
CCCC(=O)Nc1cc(Cl)ccc1N1CCN(C(=O)CC)CC1
→ 86*	0.2	-0.44	0	1.1	0.1	1.5	85*	-1
C#CC(C)(C)NC(=O)CSc1nc2c(c(=O)n(C)c(=O)n2C)n1CCCC
→ -7	0.8	.	3	1.1	1.1	1.3	24	-7
CN(C(=O)c1ccccc1)C1(C)CCS(=O)(=O)C1 (centres undefined)
→ -14	1.1	-1.5	-6	1	1.1	0.9	-6	-10
Cn1c(Cn2nnc3ccccc32)nnc1SCC(=O)c1ccc(F)cc1
→ -7	0.9	3.4	2	1.1	1.1	0.9	5	19
CC(C)Oc1ccc(NC(=O)Oc2ccccc2)cc1
→ 23	0.8	-1.1	0	1.3	0.8	0.9	17	12
COc1ccc(N2CC(C(=O)NC3CC(C)(C)NC(C)(C)C3)CC2=O)cc1 (centres undefined)
→ -11	0.9	.	1	1.1	1.1	1	10	0
CCSc1nnc(NC(=O)C(C)C)s1
→ 42	0.8	.	2	.	0.6	0.9	17	-14
c1cncc(CNc2ccc3c(c2)OCO3)c1
→ 89*	0.2	0.25	-2	1.2	0.1	1.8	83*	0
Cc1ccccc1S(=O)(=O)Nc1nc2ccccc2nc1NCCO
→ 19	0	2	1	1.1	0.8	1.2	100*	-7
CCC(C)c1ccc(O)c(NC(=O)c2cncc(Br)c2)c1 (centres undefined)
→ 39	0.5	-0.6	0	1.3	0.6	1.2	50*	-1
COCCN1C(=O)C(CC(=O)Nc2ccc(C(C)=O)cc2)SC1=Nc1ccccc1 (centres undefined)
→ 54*	0.3	0.03	-4	1	0.5	1.6	72*	-4
CCC(=O)Nc1ccc(NC(=O)CSc2nnnn2CC)cc1C
→ 9	0.9	0.1	0	1.1	0.9	0.8	6	-11
CCCc1ccc(OCC(=O)NNC(=S)NC(=O)c2ccco2)cc1
→ 9	0.3	0.15	-2	.	0.9	1.2	66*	10
COCCCn1c2nc3ccccc3nc2c2c(=O)n(Cc3ccc(Cl)cc3)c(C)nc21
→ 60*	0.8	.	4	1	0.4	1.1	20	0
Cn1c(=O)c2c(nc(Br)n2CCCc2ccccc2)n(C)c1=O
→ 18	1	3.2	-1	1	0.8	1	-2	15
C/C(=C\c1ccccc1)C(=O)Nc1cc(C)on1
→ 6	0.8	-0.54	2	1.3	0.9	1	21	6
CCOC(=O)c1sc(NC(=O)CN2CCCC2)c(C(=O)OCC)c1C
→ 4	0.8	0.22	22	1.1	1	1.1	16	-4
N#Cc1ccsc1NC(=O)CSc1ncnc2ccccc12
→ 30	0.4	0.35	58	1.3	0.7	1.3	64*	-8
O=C(CN1C(=O)C2C3c4ccccc4C(c4ccccc43)C2C1=O)N1CCOCC1 (centres undefined)
→ 4	1	0.31	-4	1	1	1	-1	-10
COc1cc(NC(=O)CC2NCCNC2=O)cc(OC)c1 (centres undefined)
→ -11	1	-0.44	-6	.	1.1	0.9	-2	2
O=C(C1CC1)N1CCc2cc(Br)cc(S(=O)(=O)NCCN3CCOCC3)c21
→ 8	0.8	-0.38	-2	1	0.9	1.1	22	-1
COc1ccc(N2C(=O)C3CCCN3C2c2cc(OC)c(OC)cc2OC)cc1 (centres undefined)
→ -12	1	.	4	1.1	1.1	1.7	-2	12
Cc1cccc(-n2ccnc2SCC(=O)Nc2nccs2)c1C
→ 53*	0.5	-0.83	-5	1.1	0.5	1	47	-6
CCOc1ccc(-c2cc(CCCC(=O)NCCc3ccccc3)no2)cc1
→ 42	0.5	0.77	-2	0.6	0.6	0.9	50*	-4
COc1ccc(-n2cnc3cc(NCc4ccccn4)ccc32)cc1
→ 8	0.6	-1.9	.	1.2	0.9	1	44	.

Shown as a hit in CYP2C9 inhib (from the list above):
Values run as follows: CYP2C19 inhib	CYP2C9 activ	PTK2B oligo ant	CD11b adhes enh	MT1-MMP txn act	CYP2C19 activ	PLAP activator	CYP2C9 inhib	Mac1 fbg inh
O=C1CC(c2ccncc2)c2cc3c(cc2N1)OCO3 (centres undefined)
→ 48	0.3	-0.58	5	1	0.5	0.9	68*	-57
COc1ccc2sc(N3C(=O)C4CC=C(C)CC4C3=O)nc2c1 (centres undefined)
→ 61*	0.2	0.13	2	1.3	0.4	1.3	80*	-14
CCCC(=O)Nc1cc(Cl)ccc1N1CCN(C(=O)CC)CC1
→ 86*	0.2	-0.44	0	1.1	0.1	1.5	85*	-1
c1cncc(CNc2ccc3c(c2)OCO3)c1
→ 89*	0.2	0.25	-2	1.2	0.1	1.8	83*	0
Cc1ccccc1S(=O)(=O)Nc1nc2ccccc2nc1NCCO
→ 19	0	2	1	1.1	0.8	1.2	100*	-7
CCC(C)c1ccc(O)c(NC(=O)c2cncc(Br)c2)c1 (centres undefined)
→ 39	0.5	-0.6	0	1.3	0.6	1.2	50*	-1
COCCN1C(=O)C(CC(=O)Nc2ccc(C(C)=O)cc2)SC1=Nc1ccccc1 (centres undefined)
→ 54*	0.3	0.03	-4	1	0.5	1.6	72*	-4
CCCc1ccc(OCC(=O)NNC(=S)NC(=O)c2ccco2)cc1
→ 9	0.3	0.15	-2	.	0.9	1.2	66*	10
N#Cc1ccsc1NC(=O)CSc1ncnc2ccccc12
→ 30	0.4	0.35	58	1.3	0.7	1.3	64*	-8
CCOc1ccc(-c2cc(CCCC(=O)NCCc3ccccc3)no2)cc1
→ 42	0.5	0.77	-2	0.6	0.6	0.9	50*	-4

(list continues)
Values run as follows: CYP2C19 inhib	CYP2C9 activ	PTK2B oligo ant	CD11b adhes enh	MT1-MMP txn act	CYP2C19 activ	PLAP activator	CYP2C9 inhib	Mac1 fbg inh
CN(C)C(=O)NC1CCCCCCCCCCC1
→ 46	1	1.5	-3	0.9	0.5	0.8	2	-4
COc1cc(/C=N/Nc2nn3cnnc3c3ccccc23)ccc1O
→ 20	1	-0.95	.	.	0.8	0.8	4	.
C=CC[n+]1c(-c2ccc(OC)cc2)csc1NNC(=O)Nc1ccccc1
→ 1	1	-1.2	-9	1.3	1	1.1	4	91
Cn1c(C(=O)NCCN2CCOCC2)cc2sccc21
→ 24	1	1.2	-5	1.1	0.8	0.9	3	3
C=CCNC(=O)NC(=S)c1ccccc1
→ 35	1	0.44	2	1.3	0.7	0.8	-2	-9
COc1cc(-c2nc3n(n2)C(c2cccc(OC)c2OC)C2=C(CCCC2=O)N3)cc(OC)c1OC (centres undefined)
→ 19	0.9	-1.3	.	1	0.8	1	6	.
